Compound activity from PubChem BioAssay.
tim10-1 inh: growth inhibitors of tim10-1 mutant yeast; S. cerevisiae tim10-1 ts strain growth, BacTiter-Glo, 24 h; inhibition, % at 20 µM; 330,000 compounds, 2.2% hits; AID 463190;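 active means inhibition of at least 40%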;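 further: mutant grown at 25 °C; 0% = DMSO wells with yeast and 100% = wells holding no yeast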
Jurkat NFkB inh: inhibitors of the PMA/ionomycin-induced NF-kB reporter in Jurkat cells; PMA/ionomycin-induced NF-kB luciferase reporter, luminescence; inhibition, % at 4 µM; 330,000 compounds, 0.53% hits; AID 435003; in the data active means inhibition above about 50%
Mdm2 MdmX PPI: disrupts the human Mdm2-MdmX interaction; SaOS-2 split-luciferase Mdm2/MdmX complementation, luminescence; O15151+Q00987; inhibition, % at 8 µM; 330,000 compounds, 3% hits;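 active means inhibition of at least 50% at 8 µM in the primary screen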
Target sequence (O15151 whole entry, looked up): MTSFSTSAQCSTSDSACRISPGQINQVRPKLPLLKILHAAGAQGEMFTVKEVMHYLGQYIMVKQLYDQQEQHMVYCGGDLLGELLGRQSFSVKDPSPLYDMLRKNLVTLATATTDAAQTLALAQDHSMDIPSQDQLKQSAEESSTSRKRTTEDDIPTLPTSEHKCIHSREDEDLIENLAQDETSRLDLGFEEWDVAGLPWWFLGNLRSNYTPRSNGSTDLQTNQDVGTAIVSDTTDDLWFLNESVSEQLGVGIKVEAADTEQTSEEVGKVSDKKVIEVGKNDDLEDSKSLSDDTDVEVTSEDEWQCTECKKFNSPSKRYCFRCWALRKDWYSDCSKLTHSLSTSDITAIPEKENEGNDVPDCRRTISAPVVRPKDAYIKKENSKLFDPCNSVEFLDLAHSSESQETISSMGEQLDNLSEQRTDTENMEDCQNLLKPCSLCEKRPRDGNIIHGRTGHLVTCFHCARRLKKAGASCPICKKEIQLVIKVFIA
Target sequence (Q00987 whole entry, looked up): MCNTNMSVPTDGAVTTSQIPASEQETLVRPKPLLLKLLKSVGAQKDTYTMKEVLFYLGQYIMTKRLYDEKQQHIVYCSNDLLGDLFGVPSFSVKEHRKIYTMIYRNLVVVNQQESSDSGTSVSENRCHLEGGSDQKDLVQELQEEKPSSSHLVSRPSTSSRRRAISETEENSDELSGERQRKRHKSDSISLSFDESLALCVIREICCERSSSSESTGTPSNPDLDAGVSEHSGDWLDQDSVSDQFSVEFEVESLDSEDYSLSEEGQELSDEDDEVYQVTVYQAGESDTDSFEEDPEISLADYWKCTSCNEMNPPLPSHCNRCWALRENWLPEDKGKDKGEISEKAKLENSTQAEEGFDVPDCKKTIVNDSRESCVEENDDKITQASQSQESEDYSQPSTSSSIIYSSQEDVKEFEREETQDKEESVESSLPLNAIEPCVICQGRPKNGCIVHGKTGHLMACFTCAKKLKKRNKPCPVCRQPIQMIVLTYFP
TIM10 inh: TIM10 yeast growth inhibition. S. cerevisiae TIM10 strain growth, BacTiter-Glo luminescence, 24 h. inhibition, % at 10 µM. 330,000 compounds, 1.4% hits;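 active means inhibition of 40% or more at the single tested concentration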;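 further: wild-type TIM10 isogenic control strain grown at permissive 25 °C; 0% = DMSO yeast wells and 100% = minimal medium wells without yeast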
CHOP UPR activ: apoptotic UPR (CHOP) activation; 330,000 compounds, 0.34% hits; CHO-CHOP luciferase reporter, luminescence; percent of tunicamycin response over DMSO baseline; activation, % at 10 µM; AID 449763;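 active means at 10 µM dose, activation of 40% or more, normalized to positive control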;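 further: 100% = tunicamycin at 10 µg/mL and 0% = DMSO alone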
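measured by = luciferase luminescence | assay system = CHO-CHOP cells, stable luciferase reporter of PERK-eIF2a-CHOP signalling | amount = 500 reporter cells seeded per well | timing = 6 h compound exposure at 37 °C after overnight seeding | controls = positive tunicamycin 10 µg/mL, negative DMSO alone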
UPR XBP1 act: activators of adaptive arm of unfolded protein response (XBP1); activation, % at 20 µM; 330,000 compounds, 0.33% hits; CHO-XBP1 luciferase reporter, IRE1-XBP1 UPR activation, luminescence; percent of tunicamycin response, DMSO as zero; AID 463104;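 active means versus positive control, 20 µM dose yields 30% or more activation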;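 further: 100% = tunicamycin at 10 µg/mL and 0% = DMSO only wells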
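Signal: luciferase luminescence; Assay system: CHO-XBP1 luciferase reporter cells; Amount: one thousand reporter cells per well; Dosing: 20 µM single concentration, DMSO 1%; Benchmarks: high control tunicamycin 10 µg/mL final, low control DMSO vehicle only; Schedule: 6 h compound exposure at 37 °C, 5% CO2; Evaluation: percent activation relative to tunicamycin reference.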
tim23-1 inh: inhibits growth of tim23-1 mutant yeast; 330,000 compounds, 1.3% hits; inhibition, % at 20 µM; S. cerevisiae tim23-1 growth, BacTiter-Glo luminescence, 24 h;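 active means growth inhibition of the mutant yeast at or above 50%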;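 further: temperature-sensitive mutant grown at 25 °C; plate controls were DMSO-treated mutant yeast for no effect and medium wells lacking yeast for full effect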
697 NFkB inh: inhibitors of the PMA/ionomycin-induced NF-kB reporter in 697 B cells; 697 B-cell NF-kB luciferase reporter, 16 h; inhibition, % at 4 µM; 330,000 compounds, 0.33% hits; in the data active means inhibition above about 35%
* marks the source's active call; other numbers are inactive results; / = no result given.

SMILES | tim10-1 inh | Jurkat NFkB inh | Mdm2 MdmX PPI | TIM10 inh | CHOP UPR activ | UPR XBP1 act | tim23-1 inh | 697 NFkB inh
COc1ccc(-n2c(SCC(=O)N3CCOCC3)nc3ccccc3c2=O)cc1 | 10 | 5 | 28 | 2 | 0.5 | -4 | 12 | 8
COc1cc(/C=N/NC(=O)c2cccc([N+](=O)[O-])c2)ccc1OC(=O)c1ccco1 | 11 | -26 | -21 | 10 | -0.3 | 5 | 1 | -33
Cc1nc(N2CCC(C)CC2)c2c(C)c(C(=O)Nc3ccc(C)c(F)c3)sc2n1 | 4 | -15 | 15 | -7 | -2.4 | -2 | 6 | 7
CCOC(=O)c1c(C)c(C(=O)N2CCCCCC2)c(C)n1CC | 25 | 10 | -16 | 20 | 1.3 | -1 | 32 | 3
COc1ccc(C2SCC(C(=O)O)N2C(C)=O)cc1 (centres undefined) | 5 | 7 | -33 | -4 | -1.0 | 1 | 8 | 6
O=C(Nc1ccccc1)C(=O)Nc1ccc2c(c1)N(C(=O)C1CC1)CCC2 | 22 | -163 | -79 | 13 | -0.5 | 1 | 30 | -151
O=C(C(c1ccccc1)c1ccccc1)N1CCN(Cc2ccccn2)CC1 | 11 | 9 | 18 | 9 | -2.7 | 0 | 21 | 8
CCOC(=O)c1c(-c2ccc(C)cc2C)csc1NC(=O)CSc1nnnn1C | 20 | 12 | 74* | 9 | -0.3 | -1 | 33 | -318
O=C(COC(=O)c1cc2ccccc2cc1O)NC(=O)NCc1ccco1 | 4 | -13 | 2 | 7 | -2.1 | -1 | 2 | 13
Nc1cc(S(=O)(=O)N2CCCCC2)ccc1Oc1ccccc1 | 18 | -3 | -4 | 27 | 0.7 | 0 | 37 | -32
CCc1cc(OCCN2C(=O)NC(C)(C)C2=O)ccc1Cl | 17 | 6 | -2 | 3 | -1.7 | 2 | 11 | 6
CNC1(c2nnnn2-c2ccccc2C)CCOC(C)(C)C1 (centres undefined) | 3 | 17 | -7 | -3 | -0.1 | -1 | 12 | 12
O=C(NC1CCN(Cc2ccccc2)CC1)c1cccc(Br)c1 | -34 | -1 | 23 | -5 | 1.5 | -1 | -23 | 5
Cc1cnc([N+](=O)[O-])n1CCOC(=O)c1cccc(F)c1 | -5 | 6 | -16 | 13 | 2.6 | 0 | -2 | 9
O=C1c2ccccc2[C@@H]2C[C@@H](O)[C@H](Nc3cccc(Cl)n3)CCN12 | 15 | / | 3 | -3 | 1.4 | 2 | 33 | 15
COc1cc2c(cc1OC)CN(C(=O)CSc1n[nH]c(N)n1)CC2 | 4 | 2 | 10 | -1 | 1.4 | -2 | 11 | 27
O=C(NNC(=S)Nc1ccc(F)cc1F)c1ccco1 | -18 | -39 | 5 | -4 | 2.9 | -5 | 0 | 0
Cc1nn(-c2ccccc2)c(N2CCCCC2)c1/C=N/NC(=O)c1ccncc1 | 35 | 3 | 19 | 9 | -1.3 | -3 | 7 | -14
CCN(CC)S(=O)(=O)c1ccc(OC)c(NC(=O)c2ccc(=O)[nH]c2)c1 | -10 | 10 | 3 | 9 | -1.1 | 1 | 4 | 15
CCN(CCCNC(=O)CC1Oc2ccc(C)cc2NC1=O)Cc1ccccc1 (centres undefined) | -1 | -4 | -9 | -15 | 1.5 | 0 | 7 | 1
COc1cccc(-c2nn(-c3ccc(C)cc3)cc2C(=O)NCC2CCCO2)c1 (centres undefined) | 13 | 7 | 27 | 9 | 2.3 | 2 | 34 | 15
CS(=O)(=O)N(CC(=O)N1CCN(c2ccccc2)CC1)C1CCCCC1 | 19 | -15 | -5 | -3 | 7.3 | 1 | 11 | -14
COc1cc2c(cc1OC)CN(CC(=O)NC(=O)NCc1ccccc1)CC2 | -8 | 13 | 14 | -2 | -0.6 | -2 | 17 | -1
Cc1ccc(C(=O)N2CCN(c3ncccn3)CC2)o1 | -1 | 13 | 20 | -6 | -1.9 | -2 | -1 | 19
O=C(NC(O)C(=O)c1ccccc1)c1cccs1 (centres undefined) | -7 | -5 | 6 | 5 | 1.5 | 0 | -5 | 6
SMILES | tim10-1 inh | Jurkat NFkB inh | Mdm2 MdmX PPI | TIM10 inh | CHOP UPR activ | UPR XBP1 act | tim23-1 inh | 697 NFkB inh
CCN(CC)CCNc1ccc(Cl)cc1[N+](=O)[O-] | 2 | -6 | 18 | -13 | -0.6 | 2 | -1 | -8
COCCN(C(=O)CCC(=O)Nc1ccccn1)C(C(=O)NC(C)(C)C)c1ccc(OC)cc1 (centres undefined) | 8 | 7 | 20 | 8 | -0.7 | 0 | 9 | 15
COc1ccc(Cl)cc1NC(=O)CN(C)CC(=O)Nc1ccc(C)cc1Br | 12 | -12 | -5 | 9 | -1.1 | -5 | -3 | -34
Cc1c(CC(=O)O)c(=O)oc2cc3occ(-c4ccc(F)cc4)c3cc12 | 8 | -16 | -7 | 2 | 3.7 | -2 | 12 | -19
CCc1noc(N)c1C(=O)Nc1ccc(Cl)cc1 | 12 | 7 | 11 | 1 | -2.1 | -2 | 22 | 4
O=C(Oc1ccccc1C(=O)N1CCOCC1)c1cccc(Br)c1 | 18 | 5 | 20 | 13 | 2.0 | -2 | 29 | 0
COc1ccc(NC(=S)NC2CCCC2)c(OC)c1 | 11 | 1 | 8 | 5 | 1.1 | -2 | 19 | -30
O=C(O)CCCN1C(=O)C2C3CC(C2C1=O)C1C(c2ccccc2)c2sc(=O)n(-c4ccccc4)c2SC31 (centres undefined) | 5 | -2 | 12 | -6 | 0.1 | 1 | 11 | 1
CC(c1ccco1)N(C(=O)COc1ccc(Cl)cc1Cl)c1ccccn1 (centres undefined) | 28 | -147 | 33 | 13 | 3.6 | -1 | 29 | -10
O=C(NC(=S)Nc1cc(S(=O)(=O)N2CCOCC2)ccc1N1CCOCC1)C1CCCC1 | 11 | 2 | 31 | 17 | -0.3 | -2 | 18 | 8
CCOC(=O)Nc1ccc2c(c1)N(C(=O)N1CCN(C)CC1)c1ccccc1S2 | 23 | -7 | 23 | 36 | -0.7 | -2 | 26 | 4
O=C(COC(=O)c1ccc(S(=O)(=O)NCc2ccco2)cc1)Nc1ncc(Cl)cc1Cl | 3 | 6 | -20 | 0 | 1.7 | -2 | 13 | -2
O=C1CC(=O)N(CCNc2ncc(C(F)(F)F)cc2Cl)C(=O)N1 | 13 | 15 | 23 | 2 | -1.5 | -2 | 12 | -16
NNC(=O)c1ccc(COCC(F)(F)F)cc1 | -14 | -5 | -7 | 11 | 0.8 | -4 | -11 | 5
O=C(N/N=C/c1cc(Br)ccc1OC(=O)c1ccc(Br)cc1)c1ccncc1 | -15 | 18 | 43 | 20 | -1.6 | -2 | 30 | 7
NC1=NC2(CCCC2)N=C(Nc2ccccc2)N1 | 3 | -3 | -6 | -14 | 0.0 | 1 | -2 | -1
CC(C)N=C(NS(=O)(=O)NC(=O)c1ccccc1)c1ccccc1 | -7 | 2 | -8 | -1 | -0.8 | 0 | -32 | 13
Nc1ccc(Br)cc1-c1nc2ccccc2[nH]c1=O | -45 | -21 | 4 | 0 | 0.5 | 1 | 8 | -14
Cc1nonc1C(=O)N1CCCC(Nc2ccc(C(C)C)cc2)C1 (centres undefined) | 35 | 6 | 10 | -5 | 3.0 | -2 | 29 | 11
CCN1CCN(CC(O)COC(c2ccccc2)c2ccccc2C)CC1 (centres undefined) | -7 | -15 | -26 | -2 | -1.0 | 0 | 1 | 7
O=c1c2ccccc2c(-c2ccccc2)nn1-c1ccccc1 | 3 | 11 | 3 | 9 | -0.1 | 3 | 30 | 18
Cc1ccc(S(=O)(=O)N(C)c2ccc(OC(=O)COc3ccccc3)cc2)cc1 | 18 | -12 | 5 | 13 | 0.4 | 2 | 14 | 11
c1ccc2c(c1)OCC(c1csc3ncnc(N4CCCCC4)c13)O2 (centres undefined) | 41* | 2 | 65* | 29 | 2.9 | 1 | 48 | 2
Cc1ccc(-c2nn(-c3ccccc3Cl)cc2C(=O)NCC2CCCO2)cc1 (centres undefined) | -28 | 24 | 10 | -16 | -1.0 | 2 | 15 | -3
COc1ccc(S(=O)(=O)N(C)c2ccccc2)c2cccnc12 | 2 | -6 | -8 | -15 | -0.6 | 0 | 15 | -12

A second format for some results above.
Compound: CCOC(=O)Nc1ccc2c(c1)N(C(=O)N1CCN(C)CC1)c1ccccc1S2
  tim10-1 inh = 23 | Jurkat NFkB inh = -7 | Mdm2 MdmX PPI = 23 | TIM10 inh = 36 | CHOP UPR activ = -0.7 | UPR XBP1 act = -2 | tim23-1 inh = 26 | 697 NFkB inh = 4
Compound: COc1ccc(NC(=S)NC2CCCC2)c(OC)c1
  tim10-1 inh = 11 | Jurkat NFkB inh = 1 | Mdm2 MdmX PPI = 8 | TIM10 inh = 5 | CHOP UPR activ = 1.1 | UPR XBP1 act = -2 | tim23-1 inh = 19 | 697 NFkB inh = -30
Compound: NNC(=O)c1ccc(COCC(F)(F)F)cc1
  tim10-1 inh = -14 | Jurkat NFkB inh = -5 | Mdm2 MdmX PPI = -7 | TIM10 inh = 11 | CHOP UPR activ = 0.8 | UPR XBP1 act = -4 | tim23-1 inh = -11 | 697 NFkB inh = 5
Compound: O=C(NC(=S)Nc1cc(S(=O)(=O)N2CCOCC2)ccc1N1CCOCC1)C1CCCC1
  tim10-1 inh = 11 | Jurkat NFkB inh = 2 | Mdm2 MdmX PPI = 31 | TIM10 inh = 17 | CHOP UPR activ = -0.3 | UPR XBP1 act = -2 | tim23-1 inh = 18 | 697 NFkB inh = 8

(next part)
SMILES | tim10-1 inh | Jurkat NFkB inh | Mdm2 MdmX PPI | TIM10 inh | CHOP UPR activ | UPR XBP1 act | tim23-1 inh | 697 NFkB inh
O=C(NCCCSc1ccccc1)c1ccc(=O)[nH]c1 | -7 | 7 | 8 | 6 | -0.7 | 4 | 7 | -22
O=C(COC(=O)CCCOc1ccc(Cl)cc1Cl)NCc1ccc(F)cc1 | 18 | 19 | -15 | 10 | -1.0 | -1 | 16 | 5
CC(=O)c1ccc(NC(=O)C[n+]2ccccc2)cc1 | 5 | -4 | 13 | -1 | 0.1 | 0 | 1 | 16
CCOc1ccc(S(=O)(=O)N2CCC(C(=O)OCc3cccc(OC)c3OC)CC2)cc1 | 32 | 9 | 12 | 21 | -1.6 | -2 | 19 | -8
C1=Cc2ccccc2Nc2ccccc21 | -16 | 22 | 7 | -13 | -1.2 | 1 | 17 | -10
N=C1SCC(=O)N1c1ccc(Cl)cc1 | 23 | 5 | 16 | 1 | 0.7 | -4 | 27 | -6
CC(C)CC(c1nnnn1C(C)(C)C)N1CCN(C2CCCC2)CC1 (centres undefined) | 6 | -12 | 12 | -17 | -0.8 | 0 | -2 | 0
N#Cc1ccc(OCC(=O)NC(=O)NC2CCS(=O)(=O)C2)cc1 (centres undefined) | -8 | -7 | -15 | -9 | -2.3 | 0 | -4 | -12
Cc1cccc(NC(=O)CNC(=O)COc2cccnc2[N+](=O)[O-])c1C | 14 | -8 | 5 | 3 | 1.8 | -1 | 13 | 20
CCCCCCC(c1c(C)n(C)n(-c2ccccc2)c1=O)c1c(C)n(C)n(-c2ccccc2)c1=O | 27 | 5 | 3 | 11 | 0.1 | -3 | 8 | -4
O=C(NC1CCCC1)C(c1ccncc1)N(Cc1ccccc1)C(=O)c1ccc(-c2ccccc2)[nH]1 (centres undefined) | -32 | -8 | 19 | -33 | 3.6 | 1 | -21 | -6
O=C(Nc1cccc2ncccc12)c1cccc(F)c1 | 8 | 1 | 8 | 4 | -0.4 | -3 | 8 | 8
CC(=O)N(Cc1ccco1)c1nc(C(=O)Nc2ccc(Cl)cc2)c(C)s1 | 26 | 1 | 35 | 21 | 1.7 | -2 | 25 | -1
CCCC(=NCC(=O)O)C1=C(O)C(C(=O)OC)C(C)(C)CC1=O (centres undefined) | -5 | -5 | 15 | -5 | 0.3 | -3 | -1 | -1
COc1ccc(OC)c(-c2csc(NC(=O)Cc3ccc(F)cc3)n2)c1 | 25 | 6 | 34 | 17 | 2.0 | 1 | 55* | -3
